ERp5 inh – inhibitors of ERp5-driven insulin aggregation, primary screen, biochemical, turbidity, absorbance 650 nm, single point; 90 min; inhibition, % at 9.99 µM; 350,000 compounds, 0.05% hits;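 active means mean replicate inhibition above about 25%, with every replicate also reaching it, limit read from the data, passing the limit was not always enough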
Xi reactivation – activators of inactive X chromosome reactivation, primary screen, imaging, XiGFP fibroblasts, GFP high-content imaging, set 2. AID 743238, 2013. activation, % at 7.58 µM. XiGFP mouse fibroblasts, % GFP-positive cells imaging, 3 d; cells co-treated with 5-aza-dC sensitizer; scaled so ellipticine positive control = 100%. 360,000 compounds, 0.055% hits;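 active means mean normalized replicate activation at least 10% and every replicate at or above 10%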;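 further: 0% = median of on-plate neutral control wells and 100% = ellipticine 6 µM median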
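Material: XiGFP fibroblasts, SV40-immortalized; Buffer or medium: DMEM containing 5-aza-dC; Compound dosing: single point; Times: 3 days compound exposure.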
E-sel inducer – E-selectin induction in HUVECs, primary screen, imaging, HUVEC, immunofluorescence imaging, single point | normalized: neutral wells 0, TNF-alpha wells 100 | activation, % at 7.58 µM | 260,000 compounds, 0.37% hits;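 active means mean E-selectin-positive cell signal at least 10% of the positive control, reached in at least 60% of replicates, without over 20% cell loss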;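 further: in these data hits start at about 27%; measured in HUVEC primary endothelial cells; signal is the percent of cells scored E-selectin positive by PE staining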
Target sequence (P16581 whole entry, looked up): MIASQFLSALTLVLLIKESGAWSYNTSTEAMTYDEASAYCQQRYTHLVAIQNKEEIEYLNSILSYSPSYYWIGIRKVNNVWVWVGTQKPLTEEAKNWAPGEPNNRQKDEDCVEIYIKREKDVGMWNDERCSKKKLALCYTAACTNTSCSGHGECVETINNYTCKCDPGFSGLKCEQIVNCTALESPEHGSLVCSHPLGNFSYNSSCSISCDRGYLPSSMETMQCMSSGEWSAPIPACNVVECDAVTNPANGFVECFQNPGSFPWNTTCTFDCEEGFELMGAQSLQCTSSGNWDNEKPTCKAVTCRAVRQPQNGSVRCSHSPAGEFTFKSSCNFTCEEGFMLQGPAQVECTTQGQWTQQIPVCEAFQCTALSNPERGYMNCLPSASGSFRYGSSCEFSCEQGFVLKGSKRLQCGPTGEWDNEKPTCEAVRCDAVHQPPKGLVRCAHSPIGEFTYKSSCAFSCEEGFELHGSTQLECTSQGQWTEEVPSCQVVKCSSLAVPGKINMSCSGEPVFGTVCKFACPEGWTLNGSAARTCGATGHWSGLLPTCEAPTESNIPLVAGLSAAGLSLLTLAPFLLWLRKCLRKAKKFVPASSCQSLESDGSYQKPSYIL
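System: HUVEC, human umbilical vein endothelial cells; quantity: 3,000 cells/well; buffer or medium: EGM-2 medium, gelatin-coated wells; dosing: single-point compound dose; detection: immunofluorescence imaging; evaluation: % PE-positive cells; benchmarks: TNF-alpha, DMSO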
esBAF inh – Bmi1 luciferase reporter increase in mESCs, primary screen, esBAF inhibitor project, mouse ES cells, Bmi1 luciferase knock-in, single point. 24 h; 100% = twice the neutral-well signal. reporter increase, % at 12.5 µM. 350,000 compounds, 2% hits. AID 602393, 2012; in the data active means activation above about 40%;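 further: 0% = median of the plate's neutral control wells and 100% = double that signal; a rise in the Bmi1 reporter signal indicates esBAF inhibition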
S100A4 inh HTS – inhibitors of S100A4-myosin IIA peptide binding, primary screen, biochemical, fluorescence polarization, TAMRA-MyoIIA peptide; Protein S100-A4 (Homo sapiens), P26447; AID 652163, 2013; inhibition, % at 10.7 µM; 360,000 compounds, 0.14% hits;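 active means mean inhibition of at least 70% across replicates, with every replicate also reaching that level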
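assay system = human S100A4 monomer with TAMRA-labelled myosin IIA peptide | also added = labelled myosin peptide probe, 5 nM | incubation = 5 min between mix addition and reading | control set = DMSO and TFP controls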
ERAP1 HTS inh – human ERAP1 aminopeptidase inhibitors, primary screen, biochemical, single point, plate reader. Endoplasmic reticulum aminopeptidase 1 (Homo sapiens), Q9NZ08. recombinant ERAP1, Leu-AMC fluorescence, 60 min. inhibition, % at 10.7 µM. 340,000 compounds, 0.15% hits. AID 652197, 2013;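 active means mean replicate inhibition of at least 30%, or all replicates individually reaching that 30% level; inactive means mean below 30% and not every replicate reaching it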;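 further: 0% = neutral control wells and 100% = L-leucinethiol positive control wells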
RAD54 inh – inhibitors of human RAD54 branch migration, primary screen, biochemical, fluorescence, single point; DNA repair and recombination protein RAD54-like (Homo sapiens), Q92698; RAD54 Holliday junction branch migration, FAM/BHQ fluorescence; inhibition, % at 10.4 µM; 360,000 compounds, 0.14% hits; AID 602329, 2012;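 active means mean normalized replicate activity at least 40 and at least half of replicates scoring 40 or more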;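 further: 0% = median of neutral control wells and 100% = median of positive control wells; inhibitors cause a drop in the FAM fluorescence signal; in these data hits start at about 50%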
RAD52 anneal inh – RAD52 DNA annealing inhibitors, primary screen, biochemical, FRET, single point, set 2. 360,000 compounds, 0.46% hits. recombinant RAD52 DNA annealing, FRET fluorescence. DNA repair protein RAD52 homolog (Homo sapiens), P43351. inhibition, % at 18.7 µM;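 active means every replicate showing at least 50% inhibition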
Target sequence (P43351 whole entry, looked up): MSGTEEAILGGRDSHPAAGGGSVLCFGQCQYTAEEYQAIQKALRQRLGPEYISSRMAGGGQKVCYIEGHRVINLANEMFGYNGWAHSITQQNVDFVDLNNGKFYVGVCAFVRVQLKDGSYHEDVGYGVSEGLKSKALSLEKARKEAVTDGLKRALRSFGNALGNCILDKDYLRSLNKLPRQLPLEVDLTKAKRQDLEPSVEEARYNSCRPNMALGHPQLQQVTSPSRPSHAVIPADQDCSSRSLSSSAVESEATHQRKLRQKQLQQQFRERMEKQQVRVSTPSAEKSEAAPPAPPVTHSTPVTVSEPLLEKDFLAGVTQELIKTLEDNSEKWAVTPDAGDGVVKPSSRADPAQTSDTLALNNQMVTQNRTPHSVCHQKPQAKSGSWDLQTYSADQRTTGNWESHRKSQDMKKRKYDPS
Starred values were filed as active, the others as inactive; & = joins results of further samples.

What do the screens show for `O=C(N/C(=C\c1ccco1)C(=O)N1CCCC1)c1ccccc1`?
ERp5 inh: 3; Xi reactivation: 0.3; esBAF inh: 6; S100A4 inh HTS: -17; ERAP1 HTS inh: -5; RAD54 inh: -17; RAD52 anneal inh: -66

What do the screens show for `CCCN(Cc1ccccc1)C(=S)NC(=O)c1ccccc1[N+](=O)[O-]`?
ERp5 inh: 8; Xi reactivation: 0.0; E-sel inducer: 1.1; S100A4 inh HTS: 2; ERAP1 HTS inh: -4; RAD52 anneal inh: -24

What do the screens show for `O=C(C[C@@H]1CC[C@H]2[C@@H](COC[C@@H](O)CN2CC2CC2)O1)NCC1CC1`?
ERp5 inh: -7; Xi reactivation: -0.1; E-sel inducer: 0.1; esBAF inh: 3; S100A4 inh HTS: 1; ERAP1 HTS inh: 1; RAD54 inh: -4; RAD52 anneal inh: -15

How did COc1ccc(CN2CC(C(=O)NC3CCCCC3)CC2=O)cc1 (configuration not stated) do in these assays?
ERp5 inh: 5; Xi reactivation: -0.1; esBAF inh: -2; S100A4 inh HTS: -4; ERAP1 HTS inh: 3; RAD54 inh: 2; RAD52 anneal inh: -9

How did C[C@@H]1CN([C@@H](C)CO)S(=O)(=O)c2ccc(Br)cc2O[C@H]1CN(C)Cc1ccccc1F do in these assays?
ERp5 inh: -7&-4; Xi reactivation: 0.7; E-sel inducer: 0.0&1.9; esBAF inh: -2&2; S100A4 inh HTS: 1&3; ERAP1 HTS inh: 7&-2; RAD54 inh: 7&6; RAD52 anneal inh: -3&-3

Results for O=C(Nc1nccs1)[C@@H]1[C@@H](CO)[C@@H]2Cn3c(cccc3=O)[C@@H]2N1C(=O)C1CCCC1 ?
ERp5 inh: -7; Xi reactivation: 0.0; E-sel inducer: 0.3; S100A4 inh HTS: -1; ERAP1 HTS inh: -1; RAD52 anneal inh: -17

How did CC(=O)Nc1ccc(N2CCOCC2)c(Cl)c1 do in these assays?
ERp5 inh: 3; Xi reactivation: 0.4; esBAF inh: -4; S100A4 inh HTS: 9; ERAP1 HTS inh: -7; RAD54 inh: 1; RAD52 anneal inh: -6

How did O=C(Nc1cc(C(=O)N2CCN(c3ccccc3O)CC2)ccc1Cl)c1cccs1 do in these assays?
ERp5 inh: 4; Xi reactivation: 0.1; E-sel inducer: -0.3; esBAF inh: 10; S100A4 inh HTS: -3; ERAP1 HTS inh: 3; RAD54 inh: -8; RAD52 anneal inh: -6

Results for COc1ccc(CCCc2nnc(SCC(=O)NN)o2)cc1 ?
ERp5 inh: 1; Xi reactivation: 0.0; esBAF inh: -3; S100A4 inh HTS: -1; ERAP1 HTS inh: 11; RAD52 anneal inh: -6

What do the screens show for `O=C(c1cc(-c2ccc(Br)cc2)on1)N1CCCCCC1`?
ERp5 inh: 4; Xi reactivation: 0.0; E-sel inducer: -0.1; esBAF inh: 8; S100A4 inh HTS: -19; ERAP1 HTS inh: -3; RAD54 inh: -2; RAD52 anneal inh: -7

How did COc1ccc(S(=O)(=O)Nc2ccc3c(c2)C(=O)N([C@@H](C)CO)C[C@@H](C)[C@@H](CN(C)S(=O)(=O)c2ccc(C)cc2)O3)cc1 do in these assays?
ERp5 inh: 15; Xi reactivation: -1.1; E-sel inducer: -0.5; esBAF inh: -1; S100A4 inh HTS: 0; ERAP1 HTS inh: -2; RAD54 inh: 2; RAD52 anneal inh: -10

Results for CCCCOc1cccc(NC(=O)CSc2nncn2C)c1 ?
Xi reactivation: 0.0; E-sel inducer: 0.2; esBAF inh: 11; RAD54 inh: 1

How did O=C(Nc1ccccc1N1CCOCC1)c1ccc(N2CCOCC2)c([N+](=O)[O-])c1 do in these assays?
ERp5 inh: -2; Xi reactivation: -0.1; E-sel inducer: 1.7; S100A4 inh HTS: -14; ERAP1 HTS inh: 1; RAD52 anneal inh: -14

What do the screens show for `CCN(CC)C(=O)[C@H]1C[C@H](CC(=O)NCC23CC4CC(CC(C4)C2)C3)C(=O)N2CCc3c([nH]c4cc(-c5ccco5)ccc34)[C@]12C`?
ERp5 inh: -10; Xi reactivation: -0.1; esBAF inh: -29; S100A4 inh HTS: -1; ERAP1 HTS inh: 0; RAD54 inh: -3; RAD52 anneal inh: -4

Results for Cc1noc(C)c1NC(=O)N(C)C[C@H]1Oc2ccc(NC(=O)CCC(F)(F)F)cc2C(=O)N([C@@H](C)CO)C[C@@H]1C ?
ERp5 inh: -7; Xi reactivation: 0.0; E-sel inducer: -2.5; esBAF inh: -3; S100A4 inh HTS: 1; ERAP1 HTS inh: -3; RAD54 inh: -8; RAD52 anneal inh: -24

Results for Cc1cc(N=Cc2cc(Br)ccc2O)no1 ?
ERp5 inh: 3; esBAF inh: -3; S100A4 inh HTS: -1; ERAP1 HTS inh: 1; RAD54 inh: -7; RAD52 anneal inh: -14

Results for CCOC(=O)CNC(=O)N1CCCC(CNS(=O)(=O)c2cccs2)C1 (configuration not stated) ?
ERp5 inh: -2; Xi reactivation: 0.0; E-sel inducer: 1.2; S100A4 inh HTS: -1; ERAP1 HTS inh: -1; RAD52 anneal inh: -5

What do the screens show for `CCN1C(=O)/C(=C\c2nc3ccccc3c(=O)n2-c2ccccc2)c2ccccc21`?
ERp5 inh: 1; Xi reactivation: 0.2; E-sel inducer: -0.4; S100A4 inh HTS: -3; ERAP1 HTS inh: -4; RAD52 anneal inh: 4

How did CC[C@]12c3[nH]c4cc(-c5ccco5)ccc4c3CCN1C(=O)[C@@H](CC(=O)NCc1ccco1)C[C@@H]2C(=O)N1CCN(C(=O)C2CC2)CC1 do in these assays?
ERp5 inh: 1; Xi reactivation: 0.3; E-sel inducer: -0.1; esBAF inh: 0; S100A4 inh HTS: -11; ERAP1 HTS inh: -3; RAD54 inh: -5; RAD52 anneal inh: -9

Results for O=C(NCCCN1CCCC1)c1ccc2c(c1)N(Cc1ccccc1)CCS2 ?
ERp5 inh: -3; Xi reactivation: -0.1; E-sel inducer: -0.1; esBAF inh: -3; S100A4 inh HTS: 3; ERAP1 HTS inh: -16; RAD54 inh: -8; RAD52 anneal inh: 29

How did Cc1ccc(S(=O)(=O)N2CCC(N3CCC(C)CC3)CC2)cc1 do in these assays?
ERp5 inh: -8; Xi reactivation: -0.1; esBAF inh: 10; S100A4 inh HTS: -1; ERAP1 HTS inh: -3; RAD54 inh: -5; RAD52 anneal inh: 8

Results for Cc1nn(C)cc1NC(=O)C[C@H]1CC[C@H]2[C@H](COc3ccc(NC(=O)NC(C)C)cc3C(=O)N2C)O1 ?
ERp5 inh: -6; Xi reactivation: 0.2; E-sel inducer: 0.1; esBAF inh: -8; S100A4 inh HTS: 9; ERAP1 HTS inh: -2; RAD54 inh: -5; RAD52 anneal inh: 4

Results for COc1ccccc1CNC(=O)CCNS(=O)(=O)c1cccc2nsnc12 ?
ERp5 inh: 1; esBAF inh: -4; S100A4 inh HTS: 4; ERAP1 HTS inh: -5; RAD54 inh: 0; RAD52 anneal inh: -7

Results for CCC(CC)NC(=O)CSc1ccc(S(=O)(=O)N2CCOCC2)cn1 ?
ERp5 inh: 0; Xi reactivation: 0.0; E-sel inducer: -0.5; esBAF inh: -3; S100A4 inh HTS: -3; ERAP1 HTS inh: 0; RAD54 inh: 5; RAD52 anneal inh: -1

How did Cc1noc(C)c1NC(=O)N(C)C[C@H]1OCCCC[C@H](C)Oc2ccc(NC(=O)Nc3ccc(C(F)(F)F)cc3)cc2C(=O)N([C@H](C)CO)C[C@@H]1C do in these assays?
ERp5 inh: -3; Xi reactivation: 0.1; E-sel inducer: 0.0; esBAF inh: -6; S100A4 inh HTS: -53; ERAP1 HTS inh: 0; RAD54 inh: -1; RAD52 anneal inh: 13

What do the screens show for `C[C@@H]1CCCCO[C@@H](CN(C)C(=O)Nc2ccc3c(c2)OCO3)[C@H](C)CN([C@@H](C)CO)C(=O)c2cc(NC(=O)CCCN(C)C)ccc2O1`?
ERp5 inh: -6; Xi reactivation: 0.1; E-sel inducer: -0.3; esBAF inh: -5; S100A4 inh HTS: 26; ERAP1 HTS inh: 5; RAD54 inh: 7; RAD52 anneal inh: -48

Results for COc1ccc(NC(=O)c2cc(-c3ccccc3Cl)on2)cc1 ?
ERp5 inh: 4; Xi reactivation: 0.0; E-sel inducer: 1.8; esBAF inh: 63*; S100A4 inh HTS: -9; ERAP1 HTS inh: 2; RAD54 inh: -1; RAD52 anneal inh: -16

Results for COC(=O)c1ccc(S(=O)(=O)N2CCC(O)CC2)n1C ?
ERp5 inh: 0; Xi reactivation: -0.1; S100A4 inh HTS: -2; ERAP1 HTS inh: 0; RAD52 anneal inh: -9

What do the screens show for `COc1cc(-c2nnc(NC(=O)C3=COCCO3)o2)cc(OC)c1OC`?
ERp5 inh: -1; Xi reactivation: 0.0; E-sel inducer: 0.8; esBAF inh: -1; S100A4 inh HTS: -2; ERAP1 HTS inh: 3; RAD54 inh: -1; RAD52 anneal inh: 3

How did CCC(=O)Nc1ccc(NC(=S)NC(=O)c2cc3ccccc3o2)cc1 do in these assays?
ERp5 inh: 1; Xi reactivation: -0.1; E-sel inducer: -0.2; S100A4 inh HTS: 4; ERAP1 HTS inh: 3; RAD52 anneal inh: 9

How did CC(C)c1ccc(CCNC(=O)CCNC(=O)c2ccc(Br)cc2)cc1 do in these assays?
ERp5 inh: -2; Xi reactivation: -0.1; E-sel inducer: -0.3; S100A4 inh HTS: 4; ERAP1 HTS inh: -3; RAD54 inh: 6; RAD52 anneal inh: -6

Results for CC(C)NC(=O)Nc1ccc2c(c1)C(=O)N([C@H](C)CO)C[C@H](C)[C@H](CN(C)Cc1ccc(C(F)(F)F)cc1)OCCCC[C@@H](C)O2 ?
ERp5 inh: -3; Xi reactivation: -0.1; esBAF inh: 5; S100A4 inh HTS: 3; ERAP1 HTS inh: 1; RAD54 inh: 0; RAD52 anneal inh: 21

Results for Cc1noc(C)c1NC(=O)Nc1ccc2c(c1)C(=O)N([C@@H](C)CO)C[C@H](C)[C@H](CN(C)CC1CCCCC1)OCCCC[C@@H](C)O2 ?
ERp5 inh: 2; Xi reactivation: 0.5; E-sel inducer: 0.4; esBAF inh: 4; S100A4 inh HTS: 0; ERAP1 HTS inh: 0; RAD54 inh: 7; RAD52 anneal inh: -9

How did CCN(CC)CCCN(C(=O)Cn1nnc(-c2ccc(OC)c(OC)c2)n1)C(C(=O)NC(C)(C)C)c1ccc(F)cc1 (configuration not stated) do in these assays?
ERp5 inh: 4; Xi reactivation: 0.0; S100A4 inh HTS: -4; ERAP1 HTS inh: -8; RAD52 anneal inh: -5

Entries above containing a thiophene ring, fused or not, in the order listed:
How did O=C(Nc1cc(C(=O)N2CCN(c3ccccc3O)CC2)ccc1Cl)c1cccs1 do in these assays?
ERp5 inh: 4; Xi reactivation: 0.1; E-sel inducer: -0.3; esBAF inh: 10; S100A4 inh HTS: -3; ERAP1 HTS inh: 3; RAD54 inh: -8; RAD52 anneal inh: -6

Results for CCOC(=O)CNC(=O)N1CCCC(CNS(=O)(=O)c2cccs2)C1 (configuration not stated) ?
ERp5 inh: -2; Xi reactivation: 0.0; E-sel inducer: 1.2; S100A4 inh HTS: -1; ERAP1 HTS inh: -1; RAD52 anneal inh: -5
